DAX1 inh-1: DAX1 (NR0B1) inhibitors, primary screen, cell-based, HEK293, Gal4-DAX1, luciferase luminescence; HEK293 Gal4-DAX1 luciferase reporter; inhibition, % at 6.75 µM; Nuclear receptor subfamily 0 group B member 1 (Homo sapiens), P51843; 0.99% of 340,000 active; AID 504766, 2011;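 active = inhibition above the mean over all tested compounds plus 3 SD, cut at about 4.2% in these data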;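 also: 0% = DAX1-transfected cells with DMSO and 100% = empty-vector control cells with DMSO; inhibition shows as a rise in luminescence from relieved DAX1 repression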
SMARCA2 act: SMARCA2 (BRM) function activators, primary screen, cell-based, luminescence, high throughput | MG213 cells, MMTV-luciferase reporter, dexamethasone, overnight | activation, % at 9.1 µM | 1% of 370,000 active | AID 652017, 2013; in the data active = activation above about 7.8%;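 also: 0% = vehicle wells and 100% = reference activator wells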
PLCg1 inh: PLC-gamma1 enzyme inhibitors, primary screen, biochemical, fluorescence, purified enzyme. 1-phosphatidylinositol 4,5-bisphosphate phosphodiesterase gamma-1 (Homo sapiens), P19174. 0.84% of 370,000 active. inhibition, % at 12.2 µM. fluorogenic substrate; in the data active = inhibition above about 9.5%
Rev-erbA mod: modulators of Rev-erb alpha DNA binding, primary screen, biochemical, FITC-DNA, fluorescence polarization, uHTS | AID 1259318, 2017 | Rev-erbα–FITC-DNA binding, 90 min | 0.79% of 370,000 active | activity, % at 10 µM;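 active = activity above about 14%, limit read from the data; passing the limit was not always enough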;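 also: 0% = DMSO wells with 35 nM protein and 100% = DMSO wells with 750 nM protein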
ADAM17 inh: ADAM17 inhibitors, primary screen, biochemical, QFRET; Disintegrin and metalloproteinase domain-containing protein 17 (Homo sapiens), P78536; recombinant ADAM17, EDANS/DABCYL FRET peptide cleavage; inhibition, % at 6.95 µM; 0.83% of 370,000 active; AID 720648, 2013;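 active = inhibition above the mean of compounds lying between control limits plus 3 SD, set per campaign, cut at about 8.5% in these data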;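 also: 0% = DMSO-only wells as the low control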
hcDAF12 agonist: H. contortus DAF-12 nuclear receptor activators, primary screen, cell-based, luminescence, HEK293, lit1-tk-luc reporter. HEK293 hcDAF-12 lit1-tk-luc reporter; 0% DMSO, 100% Δ7-dafachronic acid. activation, % at 6.8 µM. 1.4% of 370,000 active. AID 652067, 2013;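 active = activation above the mean of all tested compounds plus 3 SD, cut at about 5.5% in these data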;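 also: 100% = response to 3 µM Δ7-dafachronic acid high control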
PLCb3 inh: human PLC-beta3 inhibitors, primary screen, biochemical, fluorescence. Purified PLC-beta3, fluorogenic substrate. inhibition, % at 12.2 µM. 0.18% of 370,000 active. AID 720704, 2013; in the data active = inhibition above about 11%;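 also: 0% = median of compound wells on plate and 100% = full blocker control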
DAX1 inh-2: DAX1 (NR0B1) inhibitors on StAR promoter, primary screen, cell-based, luminescence, SF-1 (NR5A1), full-length DAX-1; HEK293T StAR-luciferase reporter, SF-1/DAX-1 repression relief; inhibition, % at 6.8 µM; 1.1% of 370,000 active; AID 652010, 2013;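 active = inhibition above the mean over all tested compounds plus 3 SD, cut at about 3.6% in these data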;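 also: 0% = DAX-1 cells with DMSO and 100% = cells lacking DAX-1 with DMSO; higher inhibition means more luminescence from relief of DAX-1 repression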
ssDAF12 agonist: S. stercoralis DAF-12 nuclear receptor activators, primary screen, cell-based, luminescence, HEK293, GRIP1 co-expression, lit1-tk-luc; activation, % at 6.8 µM; 1% of 370,000 active; AID 652126, 2013; HEK293 ssDAF-12/GRIP1 lit1-tk-luc reporter; % of 3 µM dafachronic acid response;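 active = activation above the mean over all tested compounds plus 3 SD, cut at about 0.9% in these data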;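 also: 0% = DMSO-only wells and 100% = 3 µM delta7-dafachronic acid wells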
MBD2 inh: inhibitors of MBD2 binding to methylated DNA, primary screen, biochemical, TR-FRET, DNA-binding domain, human; MBD2 binding to methylated oligonucleotide; Methyl-CpG-binding domain protein 2 (Homo sapiens), Q9UBB5; inhibition, % at 4.4 µM; 0.31% of 370,000 active; in the data active = inhibition above about 13%
hgDAF-12 ag: H. glycines DAF-12 receptor agonists, primary screen, cell-based, luminescence, HEK293, GAL4 fusion, UAS-luciferase | HEK293 GAL4-hgDAF12 UAS-luciferase reporter, agonist luminescence; normalized to butyrate control | AID 687014, 2013 | Nuclear hormone receptor DAF-12 (Heterodera glycines), GAL4 fusion | activation, % at 6.8 µM | 1.8% of 370,000 active;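 active = activation above a cutoff set at the mean of all screened compounds plus 3 SD, cut at about 10% in these data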;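 also: 0% = DMSO wells and 100% = sodium butyrate wells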
* = called active by the depositor.

`CCOC(=O)[C@@]12CN(C(=O)OC(C)(C)C)CC=C1N(Cc1ccc(OC)cc1)C(=O)[C@H]2CC(=O)NCC1CCCCC1` gave SMARCA2 act -2.5, PLCg1 inh 1.4, Rev-erbA mod 0.0, ADAM17 inh 3.0, hcDAF12 agonist -3.6, PLCb3 inh 0.7, DAX1 inh-2 -1.1, ssDAF12 agonist -1.5, MBD2 inh 2.0 and hgDAF-12 ag 1.8.
`CC(C)CN(C(=O)c1ccc(N2CCCC2=O)cc1)c1c(N)n(Cc2ccccc2)c(=O)[nH]c1=O` gave DAX1 inh-1 0.5, SMARCA2 act -3.9, PLCg1 inh -7.8, Rev-erbA mod -4.3, ADAM17 inh -4.7, hcDAF12 agonist -1.8, PLCb3 inh -14.6, DAX1 inh-2 -0.4, ssDAF12 agonist -1.2, MBD2 inh -1.4 and hgDAF-12 ag -0.1.
CCC(Cc1ccccc1)OC(=O)c1ccccc1C(=O)O (stereo unspecified) was read as DAX1 inh-1 0.4, SMARCA2 act -0.4, PLCg1 inh -0.2, Rev-erbA mod -0.7, ADAM17 inh 0.7, hcDAF12 agonist 0.4, PLCb3 inh 2.4, DAX1 inh-2 -0.3, ssDAF12 agonist -0.6, MBD2 inh 0.4 and hgDAF-12 ag -0.1.
For CNC(=S)N/N=C(\C)c1ccc(C)c(C)c1 the results were DAX1 inh-1 -0.2, SMARCA2 act -1.5, PLCg1 inh 1.0, Rev-erbA mod 1.3, ADAM17 inh -3.5, hcDAF12 agonist -2.0, PLCb3 inh 2.0, DAX1 inh-2 -0.5, ssDAF12 agonist -2.2, MBD2 inh 1.5 and hgDAF-12 ag -0.1.
Cc1noc(C)c1S(=O)(=O)N(C)C[C@H]1Oc2ccc(NC(=O)C3CC3)cc2C(=O)N([C@H](C)CO)C[C@@H]1C was read as DAX1 inh-1 0.1, SMARCA2 act -0.2, PLCg1 inh -1.7, Rev-erbA mod -2.9, ADAM17 inh -4.9, hcDAF12 agonist -0.8, PLCb3 inh -4.1, DAX1 inh-2 0.9, ssDAF12 agonist -0.8, MBD2 inh 0.2 and hgDAF-12 ag -0.4.
Screening Cc1[nH]c2ccccc2c1C(=O)c1c(N)[nH]c(C(=O)c2ccc(Br)cc2)c1-c1ccc(Br)cc1 returned SMARCA2 act -4.0, PLCg1 inh -5.0, Rev-erbA mod 4.9, ADAM17 inh 2.3, hcDAF12 agonist -1.6, PLCb3 inh -2.7, DAX1 inh-2 2.2, ssDAF12 agonist -0.9, MBD2 inh -5.7 and hgDAF-12 ag 8.9.
Screening CCCCC1OC23CCCCC2C(C#N)(C#N)C1(C#N)C(=N)O3 (stereo unspecified) returned DAX1 inh-1 -0.6, SMARCA2 act -0.3, PLCg1 inh -190.7, Rev-erbA mod 4.3, ADAM17 inh -225.6, hcDAF12 agonist 1.5, PLCb3 inh -215.8, DAX1 inh-2 0.0, ssDAF12 agonist -1.6, MBD2 inh -4.0 and hgDAF-12 ag 1.2.
Screening Cc1ccc(O)c(/C=N/NC(=O)CN2CCCC2)c1 returned DAX1 inh-1 -2.1, SMARCA2 act -1.4, PLCg1 inh -221.2, Rev-erbA mod 1.2, ADAM17 inh -27.4, hcDAF12 agonist -0.4, PLCb3 inh -271.0, DAX1 inh-2 -0.8, ssDAF12 agonist -1.4, MBD2 inh -3.1 and hgDAF-12 ag -0.2.
For Cc1nc(N2CCCCC2)[nH]c(=O)c1CN(C)N=O the results were DAX1 inh-1 -0.2, SMARCA2 act -6.5, PLCg1 inh 3.3, Rev-erbA mod 0.4, ADAM17 inh -2.5, hcDAF12 agonist -0.5, PLCb3 inh -0.8, DAX1 inh-2 1.3, ssDAF12 agonist -1.0, MBD2 inh 5.5 and hgDAF-12 ag -1.3.
For COc1cc(S(=O)(=O)NCCCN2CCOCC2)ccc1Cl the results were DAX1 inh-1 0.0, SMARCA2 act 0.2, PLCg1 inh 0.9, Rev-erbA mod 3.7, ADAM17 inh -4.6, hcDAF12 agonist -2.0, PLCb3 inh -0.4, DAX1 inh-2 0.8, ssDAF12 agonist -1.7, MBD2 inh -4.3 and hgDAF-12 ag 0.5.
For CC1CCC(NC(=O)CN(C)S(=O)(=O)c2ccc3c(c2)c(=O)n(C)c(=O)n3C)CC1 (stereo unspecified) the results were DAX1 inh-1 -0.2, SMARCA2 act -1.1, PLCg1 inh 8.3, Rev-erbA mod 3.8, ADAM17 inh -0.3, hcDAF12 agonist 0.3, PLCb3 inh -6.1, DAX1 inh-2 -0.1, ssDAF12 agonist -1.3, MBD2 inh -1.7 and hgDAF-12 ag 0.6.
Screening Cc1c(C(=O)NCc2ccccn2)oc2ccccc12 returned DAX1 inh-1 0.7, SMARCA2 act 4.8, PLCg1 inh 7.2, Rev-erbA mod -0.2, ADAM17 inh -2.1, hcDAF12 agonist 2.4, PLCb3 inh 5.2, DAX1 inh-2 1.5, ssDAF12 agonist -0.3, MBD2 inh 7.9 and hgDAF-12 ag 6.5.
For Cc1ccc(-n2c(C)nnc2SCC(=O)NC2CC2)cc1 the results were DAX1 inh-1 -0.4, SMARCA2 act 0.9, PLCg1 inh -1.1, Rev-erbA mod -0.7, ADAM17 inh -2.7, hcDAF12 agonist 0.2, PLCb3 inh -2.1, DAX1 inh-2 1.1, ssDAF12 agonist -1.0, MBD2 inh 0.2 and hgDAF-12 ag 2.5.
For Cc1cc(NC(=O)c2cccc(S(=O)(=O)N3CCCCCC3)c2)n(-c2ccccn2)n1 the results were DAX1 inh-1 -0.3, SMARCA2 act 1.0, PLCg1 inh 0.0, Rev-erbA mod 5.1, ADAM17 inh -0.8, hcDAF12 agonist -0.8, PLCb3 inh 1.4, DAX1 inh-2 -0.5, ssDAF12 agonist -1.4, MBD2 inh 1.6 and hgDAF-12 ag -1.5.
For CC(C)[C@H](NC(=O)NCCc1ccccc1)C(=O)O the results were DAX1 inh-1 1.1, SMARCA2 act -0.4, PLCg1 inh -0.2, Rev-erbA mod -1.3, ADAM17 inh -6.3, hcDAF12 agonist -2.2, PLCb3 inh 2.1, DAX1 inh-2 -0.2, ssDAF12 agonist -1.3, MBD2 inh 4.3 and hgDAF-12 ag 1.2.
For Cc1ccc(NC(=O)NNC(=O)c2cc3ccccc3cc2O)cc1 the results were DAX1 inh-1 -0.6, SMARCA2 act 3.2, PLCg1 inh -90.1, Rev-erbA mod 7.7, ADAM17 inh -10.5, hcDAF12 agonist -1.0, PLCb3 inh -133.2, DAX1 inh-2 2.5, ssDAF12 agonist -1.0, MBD2 inh -0.9 and hgDAF-12 ag 2.4.
CN(C(=O)CSc1nc2c(c(=O)[nH]1)CCC2)c1ccccc1 was read as DAX1 inh-1 -0.8, SMARCA2 act -0.7, PLCg1 inh 0.0, Rev-erbA mod -4.7, ADAM17 inh -2.9, hcDAF12 agonist -0.1, PLCb3 inh -0.9, DAX1 inh-2 1.4, ssDAF12 agonist -1.6, MBD2 inh 6.3 and hgDAF-12 ag 1.8.
COc1ccc(NC(=O)Cc2nc3ccccc3[nH]2)cc1 was read as DAX1 inh-1 -0.3, SMARCA2 act -1.3, PLCg1 inh -4.0, Rev-erbA mod -0.4, ADAM17 inh -1.2, hcDAF12 agonist 0.7, PLCb3 inh -0.6, DAX1 inh-2 1.5, ssDAF12 agonist -0.4, MBD2 inh 0.2 and hgDAF-12 ag -7.4.
Screening Cn1c(N=Cc2ccc([N+](=O)[O-])cc2)c(N)c(=O)n(C)c1=O returned DAX1 inh-1 2.3, SMARCA2 act -0.9, PLCg1 inh 0.5, Rev-erbA mod -4.3, ADAM17 inh -16.8, hcDAF12 agonist 0.8, PLCb3 inh -8.5, DAX1 inh-2 -0.1, ssDAF12 agonist -0.8, MBD2 inh -1.4 and hgDAF-12 ag 0.5.
Screening CCc1nc2ccccc2c(C(=O)O)c1C returned DAX1 inh-1 1.0, SMARCA2 act -1.3, PLCg1 inh 0.0, Rev-erbA mod -5.2, ADAM17 inh -2.0, hcDAF12 agonist 0.6, PLCb3 inh -1.5, DAX1 inh-2 -0.2, ssDAF12 agonist -0.7, MBD2 inh 1.5 and hgDAF-12 ag 0.6.
`C=CCOc1ccccc1CNCCCN1CCOCC1` gave DAX1 inh-1 1.1, SMARCA2 act -0.8, PLCg1 inh 0.8, Rev-erbA mod -6.7, ADAM17 inh -1.2, hcDAF12 agonist -2.3, PLCb3 inh 2.8, DAX1 inh-2 0.9, ssDAF12 agonist -1.3, MBD2 inh 3.5 and hgDAF-12 ag -1.3.
Screening Cc1ccc(-c2nc(CS(=O)CC(=O)NCc3ccccn3)c(C)o2)cc1 (stereo unspecified) returned DAX1 inh-1 -0.2, SMARCA2 act -1.6, PLCg1 inh -10.6, Rev-erbA mod -3.8, ADAM17 inh 2.5, hcDAF12 agonist 4.9, PLCb3 inh -9.4, DAX1 inh-2 0.5, ssDAF12 agonist -0.8, MBD2 inh -0.1 and hgDAF-12 ag 0.4.
Screening COc1ccc(CC(=O)NNC(=O)c2cccs2)cc1 returned DAX1 inh-1 2.1, SMARCA2 act -0.6, PLCg1 inh 1.2, Rev-erbA mod -4.5, ADAM17 inh 1.5, hcDAF12 agonist -2.9, PLCb3 inh -3.0, DAX1 inh-2 -0.3, ssDAF12 agonist -1.8, MBD2 inh 1.7 and hgDAF-12 ag -1.0.
Screening CCCOC(=O)c1ccc(Nc2cc(C)nc3ncnn23)cc1 returned DAX1 inh-1 1.1, SMARCA2 act -1.5, PLCg1 inh -6.0, Rev-erbA mod 3.6, ADAM17 inh -1.9, hcDAF12 agonist -0.1, PLCb3 inh -12.0, DAX1 inh-2 -0.2, ssDAF12 agonist -1.3, MBD2 inh 4.3 and hgDAF-12 ag -4.8.
Screening COC(=O)c1ccc(CSc2nc3cc(Cl)ccc3s2)o1 returned DAX1 inh-1 0.5, SMARCA2 act -3.6, PLCg1 inh -0.8, Rev-erbA mod 7.6, ADAM17 inh -1.0, hcDAF12 agonist 3.7, PLCb3 inh -3.9, DAX1 inh-2 -0.2, ssDAF12 agonist -1.0, MBD2 inh -2.6 and hgDAF-12 ag -0.1.
Screening S=c1[nH]nc(-c2cccc3ccccc23)n1-c1cccnc1 returned SMARCA2 act -2.0, PLCg1 inh 4.6, Rev-erbA mod 2.9, ADAM17 inh 4.8, hcDAF12 agonist -1.6, PLCb3 inh 3.3, DAX1 inh-2 0.0, ssDAF12 agonist -1.4, MBD2 inh -2.9 and hgDAF-12 ag 0.7.

Screens (PubChem BioAssay)
